From PubChem
Tau fibril FP: tau fibrillization inhibition (FP). P10636. K18 P301L tau heparin fibrillization, Alexa594 FP, 6 h. Potency, µM (highest dose often 57.7 µM), for inactives: top-dose activity, negative = inhibition, usual class: inhibitors. 280,000 compounds, 0.39% hits. AID 1468; further: nearly all actives have a fitted effect of over 55% in size
Target sequence (P10636 561-689 P618L limits assumed): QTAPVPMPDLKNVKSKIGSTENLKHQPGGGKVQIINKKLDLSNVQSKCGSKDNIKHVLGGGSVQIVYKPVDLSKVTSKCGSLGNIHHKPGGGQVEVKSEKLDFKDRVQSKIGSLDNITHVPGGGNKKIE
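Human K18 P301L fragment (15 uM unlabeled plus 0.24 uM Alexa 594-labeled) in 100 mM sodium acetate pH 7 with compound, aggregation induced by 20 uM heparin for 6 hr at 37 C. ThT (30 uM) added for 1 hr, then Alexa 594 FP read.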
L3MBTL1 block: inhibitors of human L3MBTL1 | Potency, µM (top dose mostly 57.1 µM), inactives show at the top dose activity, negative = inhibition, actives largely listed as inhibitors | AlphaScreen L3MBTL1–H3K9me1 peptide binding | 230,000 compounds, 0.66% hits; further: nearly all actives have a fitted effect of over 60% in size
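AlphaScreen proximity signal between nickel-chelate acceptor and streptavidin donor beads (final 10 ug/mL) reports binding of 50 nM L3MBTL1 to 75 nM biotin-H3 K9me1 peptide; complex incubated with compounds 30 min at room temperature; cefsulodin titration as control.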
Tau fibril ThT: blocks human tau fibril formation measured by thioflavin T. Potency, µM (doses to about 57.4 µM), inactives show at the top dose activity, negative = inhibition, most hits filed as inhibitors. 270,000 compounds, 2.1% hits. recombinant tau K18 P301L, heparin-induced fibrillization, ThT fluorescence. P10636; further: nearly all actives have a fitted effect of over 55% in size
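ThT emission at 510 nm, taken 1 hr after adding 30 uM dye, quantifies aggregates formed when 20 uM heparin acts on human tau K18 P301L for 6 hr at 37 C.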
RGS12 GoLoco inh: RGS12 GoLoco-Gai1 interaction inhibition; Gai1:RGS12 GoLoco peptide FP, rhodamine, 10 min; Potency, µM (series often up to 61.6 µM), for the others: at the top dose activity, negative = inhibition, hits mostly inhibitors; 230,000 compounds, 0.44% hits; AID 880; active means well fitted inhibition curve with a large enough effect, not every such curve was filed as active; inactive means no such curve, though single readings can be large or run the other way; further: nearly all actives have a fitted effect of over 30% in size; many of its hits are not listed in these tables
KDM4E inh: blocks human JMJD2E demethylase activity; B2RXH2; JMJD2E catalytic domain, FDH-coupled NADH fluorescence (FDH is formaldehyde dehydrogenase); Potency, µM (highest dose often 57.1 µM), without a hit: at the top dose activity change, negative = inhibition, most hits filed as inhibitors; 230,000 compounds, 1.6% hits; active means well fitted inhibition curve with a large enough effect, not every such curve was filed as active; inconclusive means small, poorly fitted or top-dose-only effect, or another doubt; inactive means no such curve, though single readings can be large or run the other way;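 further: 0% = wells with enzyme and -100% = buffer wells without enzyme; nearly all actives have a fitted effect of over 50% in size; many of its hits are not listed in these tables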
Target sequence (B2RXH2 1-337 limits assumed): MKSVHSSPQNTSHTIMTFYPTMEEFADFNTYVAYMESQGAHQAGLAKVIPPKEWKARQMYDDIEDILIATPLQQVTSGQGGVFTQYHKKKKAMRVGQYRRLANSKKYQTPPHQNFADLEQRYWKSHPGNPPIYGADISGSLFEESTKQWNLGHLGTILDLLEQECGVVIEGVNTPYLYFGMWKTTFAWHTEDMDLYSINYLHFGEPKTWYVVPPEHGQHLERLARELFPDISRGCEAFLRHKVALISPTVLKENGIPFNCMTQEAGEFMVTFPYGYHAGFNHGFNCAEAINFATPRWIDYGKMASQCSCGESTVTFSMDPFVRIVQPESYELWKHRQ
TexasRed fluor: counter-screen for TRb-SRC2 inhibitors: fluorescence interference; TRb/SRC2 Texas Red total fluorescence interference; Potency, µM (series often up to 106 µM), for inactives: at the highest dose fluorescence change, negative = quenching; 280,000 compounds, 0.29% hits; AID 1479; active means well fitted curve in either direction with a large enough effect; inconclusive means small, poorly fitted or top-dose-only effect
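Human TRβ ligand-binding domain (0.6 uM) and Texas Red SRC2 peptide (20 nM) in Tris buffer with 1 uM T3 and 5% DMSO were incubated with pinned compound for 5 hr at ambient temperature. Total fluorescence was computed as S + 2P (555/632 nm).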
RECQ1 helicase: inhibitors of human RECQ1 DNA helicase; P46063; RECQ1 DNA unwinding, red fluorescence kinetic read; Potency, µM (doses to about 57.3 µM), for inactives: at the highest dose activity, negative = inhibition, most hits filed as inhibitors; 240,000 compounds, 0.54% hits;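 further: plate controls were vehicle for no effect and no enzyme for full effect; nearly all actives have a fitted effect of over 30% in size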
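RECQ1T1 50 nM; forked duplex (20 bp + 30-nt ss tails) 200 nM, ATP 2 mM final; pH 8.0, 2 mM MgCl2, 2.5 ug/ml poly(dI-dC); 15 min compound preincubation; discontinuous kinetic read over 2 h at RT.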
TRb-SRC2 inh: inhibitors of human thyroid hormone receptor beta-SRC2 interaction | Potency, µM (doses to about 106 µM), without a hit: top-dose activity change, negative = inhibition, actives largely listed as inhibitors | 280,000 compounds, 0.065% hits | AID 1469 | TRbeta-SRC2 peptide binding, fluorescence polarization; receptor liganded with 1 µM T3 | P10828;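 further: plate controls were bound peptide for no effect and peptide without receptor for full effect; nearly all actives have a fitted effect of over 50% in size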
Target sequence (P10828 whole entry, looked up): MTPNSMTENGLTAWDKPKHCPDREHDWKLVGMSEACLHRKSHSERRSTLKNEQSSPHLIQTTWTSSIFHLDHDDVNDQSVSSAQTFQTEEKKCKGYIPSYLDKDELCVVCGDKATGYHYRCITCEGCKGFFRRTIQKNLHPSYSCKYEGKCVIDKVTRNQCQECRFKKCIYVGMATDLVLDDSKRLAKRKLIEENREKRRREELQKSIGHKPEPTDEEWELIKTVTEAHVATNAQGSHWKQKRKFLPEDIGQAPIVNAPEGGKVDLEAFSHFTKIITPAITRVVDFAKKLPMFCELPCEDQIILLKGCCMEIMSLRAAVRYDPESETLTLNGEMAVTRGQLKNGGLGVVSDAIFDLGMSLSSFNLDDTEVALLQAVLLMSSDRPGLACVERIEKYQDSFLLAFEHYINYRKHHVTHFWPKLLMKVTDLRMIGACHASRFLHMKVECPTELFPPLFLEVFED
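Read-out is fluorescence polarization (555 nm excitation, 632 nm emission) of a Texas Red SRC2 coactivator peptide; loss of signal reflects blocked binding to human TRb ligand-binding domain in the presence of 1 uM T3.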
* = called active by the depositor; i = inactive; ? = inconclusive; / = no result given; & = joins results of further samples; [ ] = another dose, or the depositor's remark. Unless noted, the call rests on the fitted dose curve; in most records, active means well fitted curve in the direction sought with a large enough effect; inconclusive means small, poorly fitted or top-dose-only effect, or another doubt; inactive means no such curve, though single readings can be large; an effect the other way counts as inactive or inconclusive. Unless noted, on the % scale 0 is the no-effect control and ±100 the full control effect; potency means the concentration at half of the fitted maximal effect.

compound	Tau fibril FP	L3MBTL1 block	Tau fibril ThT	RGS12 GoLoco inh	KDM4E inh	TexasRed fluor	RECQ1 helicase	TRb-SRC2 inh
COc1ccc(-c2cc(C(C)=O)c(C)n2CCC(=O)Nc2ccc(C)cc2Cl)cc1	-4%	/	8%	/	/	-39%	/	-4%
C=CCNC(=S)/N=c1/scc(C)n1C	-8%	2%	-7%	-7%	?	-2%	-4%	-5%
CCCCn1c(=O)c(-[n+]2ccccc2)c([O-])c2ccccc21	3%	/	-7%	12%	-1%	0%	-6%	-13%
COC(=O)C(NNc1ccccc1)(NC(=O)c1cccc(F)c1)C(F)(F)F (stereo not given)	-7%	/	1%	-22%	-1%	-3%	i	-13%
Cc1c(S(=O)(=O)c2ccccn2)c(N)n(Cc2cccc(Cl)c2)c1C	-3%	-25%	?	44%[activator]	-24%	16%	12%	-2%
Nc1nc2c(nc(SCc3ccccc3Br)n2C2OC(CO)C(O)C2O)c(=O)[nH]1 (stereo not given)	3%	/	-11%	93%[activator]	2%	-1%	-13%	8%
Fc1ccc(N/N=C2/CCSc3sccc32)c(F)c1	1%	-10%	?	5%	?	-1%	2%	7%
O=C(CN1C(=O)c2ccccc2Sc2ncccc21)Nc1cccc(C(F)(F)F)c1	-15%	/	6%	/	/	-2%	/	-8%
O=C(CSc1ccccn1)Nc1ccc(NC(=O)CSc2ccccn2)cc1	3%	4%	-4%	8%	8%	0%	i	-3%
COc1cc(C(=O)NC2CCN(Cc3nnnn3Cc3ccc(F)cc3)CC2)cc(OC)c1OC	-10%	12%	-5%	20%	-4%	-9%	i	-2%
Cc1ccc(Sc2cnc(N)nc2C)cc1	-6%	1%	5%	-1%	-22%	-3%	i	-6%
O=C(Nc1ccc(Cl)cc1)Nc1nnc(CSCc2ccccc2Cl)s1	?	1%	?	3%	-4%	-8%	-6%	-6%
O=c1c2ccccc2nc2n1CC/C2=C\c1ccccc1[N+](=O)[O-]	?	3%	-1%	-7%	1%	-2%	4%	-22%
COc1cccc(/C=C/C(=O)OCC(=O)Nc2ccc(Cl)cn2)c1	-6%	4%	-11%	-5%	?	1%	-2%	-1%
CC(C)(C)C(=O)Cn1c(=O)n(-c2ccccc2)c(=O)c2c3c(sc21)CCC3	4%	/	-10%	/	/	-18%	/	2%
O=c1c2cccnc2n(-c2ccccc2)n1Cc1c(Cl)cccc1Cl	?	-3%	?	8%	?	2%	-12%	-3%
O=c1c2oc3ccccc3c2[nH]c(=S)n1-c1ccccc1	-9%	6%	-4%	-18%	-9%	-2%	-1%	9%
Cc1ccc(NC2c3ncccc3C(=O)N2Cc2ccc(F)cc2)cc1 (stereo not given)	0%	-2%	-2%	3%	-20%	-2%	-1%	-5%
CCOC(=O)C1(CCc2ccccc2)CCN(C(=O)Cc2nonc2C)CC1	5%	2%	5%	15%	5%	-1%	-2%	-5%
Cc1cccc(OCc2n[nH]c(=S)n2C2CCCCC2)c1	-4%	-1%	-17%	3%	-15%	-3%	i	-12%
CCCC(NC(=O)c1ccccc1)c1nc2ccccc2n1Cc1ccc(C(=O)OC)o1 (stereo not given)	-4%	-11%	-7%	-3%	-6%	-3%	i	-3%
NC(=S)NNC(=O)c1cccc(Br)c1	-3%	/	-8%	2%	1%	-3%	0%	5%
O=c1[nH]c(=O)n([C@H]2C[C@H](O)[C@@H](CO)O2)cc1C(F)(F)F	-12%	6%	-12%	15%	7%	1%	-16%	1%
CCC(Sc1nc2cc3c(cc2c(=O)n1CCCCCC(=O)NCc1ccc2c(c1)OCO2)OCO3)C(=O)NCCCOC (stereo not given)	0%	/	5%	/	/	-1%	/	0%
CN(CC(=O)Nn1cnnc1)S(=O)(=O)c1cc(Cl)ccc1Cl	-3%	4%[11.4 µM]	-2%	-3%	5%	3%	-3%	5%
O=C(NC1CCCCC1)C1CCN(S(=O)(=O)c2cccc3cccnc23)CC1	3%	2%	3%	0%	-1%	-5%	-6%	0%
Cc1ccc2nc(NC(=O)c3ccccn3)sc2c1	-13%	/	?	15%	-17%	-2%	i	-5%
CCCNC(=S)Nc1ccc(S(N)(=O)=O)cc1	1%	-5%	-6%	4%	-3%	-5%	-5%	-6%
CCCCCCN(C(=O)CCCCCN1C(=O)NC(c2ccc(-c3ccccc3)cc2)C(C(=O)OCc2ccccc2)=C1C)C(C(=O)NCCCC)c1ccccn1 (stereo not given)	-1%&10%	/	?	-3%&7%	-21%&-26%	0%&-4%	0%	-5%&-3%
CC(=O)N(C)C1=C(O)c2ccccc2C(=O)C1=O	?	-3%	28µM*	-1%	-9%	-3%	-2%	5%

Next part (6 carried over from the part before).
compound	Tau fibril FP	L3MBTL1 block	Tau fibril ThT	RGS12 GoLoco inh	KDM4E inh	TexasRed fluor	RECQ1 helicase	TRb-SRC2 inh
CN(CC(=O)Nn1cnnc1)S(=O)(=O)c1cc(Cl)ccc1Cl	-3%	4%[11.4 µM]	-2%	-3%	5%	3%	-3%	5%
O=C(NC1CCCCC1)C1CCN(S(=O)(=O)c2cccc3cccnc23)CC1	3%	2%	3%	0%	-1%	-5%	-6%	0%
Cc1ccc2nc(NC(=O)c3ccccn3)sc2c1	-13%	/	?	15%	-17%	-2%	i	-5%
CCCNC(=S)Nc1ccc(S(N)(=O)=O)cc1	1%	-5%	-6%	4%	-3%	-5%	-5%	-6%
CCCCCCN(C(=O)CCCCCN1C(=O)NC(c2ccc(-c3ccccc3)cc2)C(C(=O)OCc2ccccc2)=C1C)C(C(=O)NCCCC)c1ccccn1 (stereo not given)	-1%&10%	/	?	-3%&7%	-21%&-26%	0%&-4%	0%	-5%&-3%
CC(=O)N(C)C1=C(O)c2ccccc2C(=O)C1=O	?	-3%	28µM*	-1%	-9%	-3%	-2%	5%
CCc1ccc(-c2cn3c(n2)sc2cc(C(=O)NC4CCCCCC4)ccc23)cc1	-7%	/	3%	/	/	-18%	/	3%
CC(C)c1ccc(NC(=S)NCCc2c[nH]c3ccccc23)cc1	2%	-12%	?	0%	-26%	-1%	-13%	7%
O=C1Nc2ccccc2N(O)N1c1cc(-c2ccccc2Cl)no1	3%	/	-5%	56%	-4%	2%	i	-14%
O=C(Nc1cccc2nsnc12)c1cccnc1	3%	0%	-10%	11%	?	-4%	-1%	10%
CCn1cc(/C=N\NC(=O)c2ccc3c(c2)c(C)c(C)n3Cc2ccccc2)c(C)n1	9%	/	?	-1%	?	-5%	-16%	2%
Cc1ccc(-n2nc3c(N4CCC(C(=O)NCCc5ccccc5C)CC4)nnc(C)c3c2C)cc1	-4%	/	0%	/	/	2%	/	-13%
CN(/N=C/c1ccc([N+](=O)[O-])o1)c1ccccc1	-11%	-11%	7.1µM*	36%[activator]	6%	-6%	-1%	-2%
O=S(=O)(Nc1ccc(Cc2ccncc2)cc1)c1cccs1	-3%	-2%	-3%	-18%	1%	0%	-4%	-2%
CC(C)c1nnc(NC(=O)Cc2ccccc2[N+](=O)[O-])s1	2%	-1%	8%	15%	4%	-2%	-1%	0%
O=S(=O)(Nc1ccccc1C(F)(F)F)c1ccc(N2CCCCS2(=O)=O)cc1	-1%	/	-5%	/	/	-1%	/	1%
CCOC(=O)c1sc2nc(CC(=O)OC)nc(NCc3ccc(F)cc3)c2c1C	-3%	-1%	-7%	4%	?	0%	i	5%
COc1ccc(-c2onc(C)c2C)cc1S(=O)(=O)N(C)Cc1ccccc1	-8%	/	-8%	/	/	-1%	/	0%
O=C(c1ccccc1F)N1CCN(c2cnn(-c3cccc(Cl)c3)c(=O)c2Cl)CC1	0%	-22%	-4%	9%	?	3%	i	10%
CCn1ncc(/C=N\NC(=O)c2csc3ccccc23)c1C	-9%	-5%	-14%	6%	8%	-3%	i	-1%
CCN(CC)CCN(C(=O)c1ccc([N+](=O)[O-])cc1)c1nc2c(OC)cccc2s1	9%	/	-6%	8%	-6%	-4%	5%	-4%
CCOc1c(C(=O)CC)cc2c(C)cc(=O)oc2c1C	-2%	6%	-4%	6%	-11%	-8%	i	4%
S=C(NCCc1ccccn1)Nc1ccc(Cl)cc1	-6%	3%	-3%	-7%	4%	-1%	-6%	0%
Cc1nc(SCC(=O)CC(=O)OC(C)C)c(C#N)c(C)c1C	-4%	2%	-7%	0%	25%	0%	-1%	1%
CN(C)c1ccc(N=Nc2ccccc2C(=O)OCC(=O)N(C)C2CCCCC2)cc1	12%	28µM*	7.9µM*	8%	3%	-19%	-11%	2%
CS(=O)(=O)NCCNC(=O)c1cc(OCC(F)(F)F)ccc1OCC(F)(F)F	9%	23%	-5%	3%	-9%	0%	-10%	0%
CC1CCC(NCC(=O)Nc2cccc(S(N)(=O)=O)c2)CC1 (stereo not given)	5%	0%	-7%	-4%	?	-1%	-2%	-2%
Cc1nc(NC(=O)c2ccco2)sc1-c1csc(Nc2ccc(Cl)cc2)n1	10%	-7%	7.1µM*	31%[activator]	-14%	2%	-9%	-7%

These rows are one share of the data; the hit share may differ from the screen's.
